# ABCB1 block: ABCB1 efflux pump inhibitors, primary screen, cell-based, multiplex, flow cytometry, ABCG2 counter-screen; ATP-dependent translocase ABCB1 (Homo sapiens), P08183; CCRF-Adr cells, JC-1 efflux; inhibition, % at 6.6 µM; hit rate 0.067% among 190,000; AID 1326, 2008; in the data active means inhibition above about 40%;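 further: 0% = vehicle and 100% = reference inhibitor; higher value means more JC-1 retained so stronger ABCB1 efflux block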
# Mcl-1 Bim block: inhibitors of Bim peptide binding to Mcl-1, primary screen, biochemical, bead-based flow cytometry, multiplex; Induced myeloid leukemia cell differentiation protein Mcl-1 (Homo sapiens), Q07820; Bim peptide-Mcl-1 binding; inhibition, % at 10 µM; hit rate 0.1% among 190,000;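 further: 0% = no compound tracer wells and 100% = peptide blocker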
# Target sequence (Q07820 whole entry, looked up): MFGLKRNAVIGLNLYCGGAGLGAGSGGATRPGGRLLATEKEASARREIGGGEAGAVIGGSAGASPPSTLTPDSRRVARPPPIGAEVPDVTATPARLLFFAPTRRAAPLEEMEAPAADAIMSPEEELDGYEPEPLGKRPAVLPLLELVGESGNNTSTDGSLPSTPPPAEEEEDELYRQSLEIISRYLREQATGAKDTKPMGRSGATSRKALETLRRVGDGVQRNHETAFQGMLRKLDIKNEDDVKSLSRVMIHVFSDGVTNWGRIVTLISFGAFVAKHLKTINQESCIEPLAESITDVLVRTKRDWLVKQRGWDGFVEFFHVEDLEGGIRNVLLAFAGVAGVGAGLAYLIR
# Bcl-2 Bim block: inhibitors of Bim-Bcl-2 binding, primary screen, biochemical, multiplexed, human Bcl-2 family; Apoptosis regulator Bcl-2 (Homo sapiens), P10415; Bead-based flow cytometry, Bim peptide-Bcl-2 binding; inhibition, % at 10 µM; hit rate 0.06% among 190,000; AID 950, 2007; in the data active means inhibition above about 40%; inconclusive means no clear call, values can overlap the other calls;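 further: 0% = no compound wells with probe peptide and 100% = reference peptide inhibitor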
# Bim-Bcl-W: inhibitors of Bim binding to Bcl-W, primary screen, biochemical, multiplexed, bead-based flow cytometry; Bcl-2-like protein 2 (Homo sapiens), Q92843; Bim peptide-Bcl-W binding; inhibition, % at 10 µM; hit rate 0.02% among 190,000; AID 952, 2007;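 further: 0% = bound tracer without compound and 100% = peptide blocker; higher means less fluorescent Bim peptide bound to Bcl-W beads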
# Target sequence (Q92843 whole entry, looked up): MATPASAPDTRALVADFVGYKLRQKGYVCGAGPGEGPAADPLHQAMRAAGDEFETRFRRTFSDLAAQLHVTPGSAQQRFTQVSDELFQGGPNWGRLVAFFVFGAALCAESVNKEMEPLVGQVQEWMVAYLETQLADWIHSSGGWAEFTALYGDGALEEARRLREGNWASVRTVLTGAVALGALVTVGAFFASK
# ABCG2 inh: ABCG2 efflux pump inhibitors, primary screen, multiplex with ABCB1, IgMXP3 cells, flow cytometry; inhibition, % at 6.6 µM; hit rate 0.1% among 190,000; JC-1 efflux; Broad substrate specificity ATP-binding cassette transporter ABCG2 (Homo sapiens), Q9UNQ0; AID 1325, 2008;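 active means inhibition above 80%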;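 further: 0% = DMSO and 100% = nicardipine control wells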
#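 Test system: ABCG2 IgMXP3 and barcoded ABCB1 CCRF-Adr cell mix; Schedule: cells with compound and JC-1, 10 min at 25 °C, rotating, no wash; Technique: flow cytometry of retained JC-1 fluorescence; Measure: % inhibition of efflux relative to nicardipine and DMSO; Controls: nicardipine high and DMSO low controls.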
# RGS4-Gao reg: modulators of RGS4 binding to Galphao, primary screen, biochemical, multiplexed bead flow cytometry. actives lie on both sides. hit rate 0.33% among 220,000. binding response (% of control), % at 10 µM. Guanine nucleotide-binding protein G(o) subunit alpha (Homo sapiens), P09471; in the data active means binding response below about 49% or above about 150%; inactive means in between;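 further: fluorescent Galphao activated with aluminum fluoride binding bead-coupled RGS4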
# Target sequence (P09471 whole entry, looked up): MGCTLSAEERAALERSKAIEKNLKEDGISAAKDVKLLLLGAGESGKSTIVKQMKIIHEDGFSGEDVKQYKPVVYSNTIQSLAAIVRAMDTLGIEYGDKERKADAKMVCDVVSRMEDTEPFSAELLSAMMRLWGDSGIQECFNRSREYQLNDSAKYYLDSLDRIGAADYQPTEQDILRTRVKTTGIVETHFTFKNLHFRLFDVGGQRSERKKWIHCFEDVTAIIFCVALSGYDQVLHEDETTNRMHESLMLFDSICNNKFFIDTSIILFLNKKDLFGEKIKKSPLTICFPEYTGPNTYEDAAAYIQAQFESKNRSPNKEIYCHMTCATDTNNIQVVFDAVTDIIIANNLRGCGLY
# Bfl-1 Bim block: inhibitors of Bim binding to Bfl-1, primary screen, biochemical, multiplexed, bead-based flow cytometry; inhibition, % at 10 µM; Bim-Bfl-1 binding inhibition; hit rate 0.12% among 190,000; Bcl-2-related protein A1 (Homo sapiens), Q16548;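 further: 0% = wells without compound plus tracer and 100% = blocker peptide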
# Bcl-XL Bim block: inhibitors of Bim-Bcl-XL binding, primary screen, biochemical, multiplexed, bead flow cytometry, human Bcl-XL; Bim peptide-Bcl-XL binding, fluorescence; inhibition, % at 10 µM; hit rate 0.04% among 190,000; AID 1007, 2008
# RGS7-Gao reg: RGS7-Galphao binding modulators, primary screen, biochemical, multiplexed bead flow cytometry; AID 1439, 2008; Guanine nucleotide-binding protein G(o) subunit alpha (Homo sapiens), P09471; binding response (% of control), % at 10 µM; actives lie on both sides; hit rate 0.35% among 220,000; in the data active means binding response below about 49% or above about 150%; inconclusive means no clear call, values can overlap the other calls; inactive means in between;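 further: fluorescent Galphao held in activated GDP-AlF4 state binding bead-coupled RGS7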
# Bim-Bcl-B: inhibitors of Bim-Bcl-B binding, primary screen, biochemical, multiplexed, human Bcl-2 family; inhibition, % at 10 µM; Bcl-2-like protein 10 (Homo sapiens), Q9HD36; hit rate 0.073% among 190,000; bead-based flow cytometry, Bim peptide-Bcl-B binding;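 further: 0% = tracer peptide without compound and 100% = reference inhibitor peptide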
# RGS8-Gao: RGS8-Galphao binding modulators, primary screen, biochemical, multiplexed bead flow cytometry. response (percent of control binding), % at 10 µM. AID 1423, 2008. actives lie on both sides. hit rate 0.34% among 220,000; in the data active means response below about 60% or above about 140%; inactive means in between;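 further: Galphao activated as the GDP aluminium fluoride complex binding bead-coupled RGS8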
# Active calls of the source: *; ? = inconclusive. Unless noted, no stated cut-off is given here; in the data, active means inhibition above about 40%.
item	Molecule	ABCB1 block	Mcl-1 Bim block	Bcl-2 Bim block	Bim-Bcl-W	ABCG2 inh	RGS4-Gao reg
1	CC(Sc1nnc(-c2ccc(Cl)cc2)n1C)C(N)=O (stereo unspecified)	1.3	-2	-5	-2	12	104
2	CCOC(=O)c1c(NC(=O)CSc2n[nH]c(N)n2)sc(CC)c1C	0.5	-2	1	3	7	97
3	CC(=O)c1ccccc1NC(=O)CSc1nnc2ccccn12	0.5	0	-3	-4	6	100
4	COc1cc(C2C3=C(CCCC3=O)Nc3[nH]n(-c4ccccc4)c(=O)c32)cc(OC)c1OC (stereo unspecified)	0.1	0	-5	-1	0	100
5	Cc1ccc(-c2nnn(CC(=O)N(CC(=O)NC3CCCC3)c3ccc(F)c(Cl)c3)n2)o1	0.4	-1	10	1	-1	90
6	O=[N+]([O-])c1ccc(/C=N/NC(=S)Nc2ccccc2C(F)(F)F)o1	-0.4	-2	-4	-3	-2	100
7	N/C(=N\OC(=O)CSc1ccccc1)c1ccc([N+](=O)[O-])cc1	0.6	20	15	17	24	115
8	CCSc1nnc(C)c2ccccc12	0.4	0	-6	2	2	103
9	N#C/C(=C\c1c[nH]c2ccccc12)C(=O)Nc1ncc(Cc2ccc(Cl)cc2Cl)s1	-2.6	-2	-7	-4	-18	99
10	O=C(CC1NC(=O)NC1=O)NC1(C(=O)NC2CCCCC2)CCCCC1 (stereo unspecified)	1.2	0	-7	1	11	100
11	CCN1CCc2c(sc(NC(=S)NC(=O)c3ccccc3)c2C#N)C1	-0.7	2	6	10	-2	92
12	CCCNC(=O)c1c(N)n(-c2ccc(S(N)(=O)=O)cc2)c2nc3ccccc3nc12	0.5	0	-4	-1	3	101

item	Bfl-1 Bim block	Bcl-XL Bim block	RGS7-Gao reg	Bim-Bcl-B	RGS8-Gao
1	-14	-3	102	-5	102
2	0	0	95	3	97
3	-1	-10	96	-1	98
4	-8	-4	97	-3	99
5	7	3	91	6	85
6	-5	-4	103	-10	103
7	23	25	128	15	120
8	-11	-2	102	-9	105
9	-7	-6	102	-9	100
10	-16	-8	99	-5	101
11	13	5	96	5	88
12	2	-1	101	1	103

# A second format for part of the listing above.
2. CCOC(=O)c1c(NC(=O)CSc2n[nH]c(N)n2)sc(CC)c1C
3. CC(=O)c1ccccc1NC(=O)CSc1nnc2ccccn12
4. COc1cc(C2C3=C(CCCC3=O)Nc3[nH]n(-c4ccccc4)c(=O)c32)cc(OC)c1OC (stereo unspecified)
5. Cc1ccc(-c2nnn(CC(=O)N(CC(=O)NC3CCCC3)c3ccc(F)c(Cl)c3)n2)o1
6. O=[N+]([O-])c1ccc(/C=N/NC(=S)Nc2ccccc2C(F)(F)F)o1
7. N/C(=N\OC(=O)CSc1ccccc1)c1ccc([N+](=O)[O-])cc1
8. CCSc1nnc(C)c2ccccc12
screen / no. | 2 | 3 | 4 | 5 | 6 | 7 | 8
ABCB1 block | 0.5 | 0.5 | 0.1 | 0.4 | -0.4 | 0.6 | 0.4
Mcl-1 Bim block | -2 | 0 | 0 | -1 | -2 | 20 | 0
Bcl-2 Bim block | 1 | -3 | -5 | 10 | -4 | 15 | -6
Bim-Bcl-W | 3 | -4 | -1 | 1 | -3 | 17 | 2
ABCG2 inh | 7 | 6 | 0 | -1 | -2 | 24 | 2
RGS4-Gao reg | 97 | 100 | 100 | 90 | 100 | 115 | 103
Bfl-1 Bim block | 0 | -1 | -8 | 7 | -5 | 23 | -11
Bcl-XL Bim block | 0 | -10 | -4 | 3 | -4 | 25 | -2
RGS7-Gao reg | 95 | 96 | 97 | 91 | 103 | 128 | 102
Bim-Bcl-B | 3 | -1 | -3 | 6 | -10 | 15 | -9
RGS8-Gao | 97 | 98 | 99 | 85 | 103 | 120 | 105

# Further results follow:
item	Molecule	ABCB1 block	Mcl-1 Bim block	Bcl-2 Bim block	Bim-Bcl-W	ABCG2 inh	RGS4-Gao reg
13	COc1cc(C2CC(c3cccnc3)=NN2c2ccc(F)cc2)cc(OC)c1OC (stereo unspecified)	7.9	-3	-5	-1	16	91
14	CC1CCC2(CC1)NC(=O)N(CC(=O)NCc1cccs1)C2=O (stereo unspecified)	0.4	-4	-9	-5	1	100
15	c1ccc(-c2csc(-n3cnnn3)n2)cc1	-2.8	0	-1	0	-1	100
16	O=C(Nc1cccc(Cl)c1)N1CCSc2cc(Cl)ccc21	0.0	-1	0	-1	0	99
17	Cc1ccc(N(CC(=O)NCc2ccc3c(c2)OCO3)S(=O)(=O)c2c(C)noc2C)cc1	-1.5	0	1	2	-2	108
18	COc1ccc(C(=O)C2CCCN(Cc3nc4ccccc4nc3C)C2)cc1OC (stereo unspecified)	7.8	0	0	0	2	102
19	O=C(Nc1cccc(Cl)c1Cl)C1CCN(c2ncccn2)CC1	0.4	-4	-10	-7	15	96
20	CCOC(=O)C1CCN(C(=O)c2cc3c(=O)n4ccccc4nc3n2C)CC1	0.3	0	-2	-1	2	101
21	O=C(c1cc(=O)c2ccccc2o1)N1CCN(c2ccccc2)CC1	0.6	3	-1	1	1	104
22	O=S(=O)(NCCc1csc(-c2cccnc2)n1)c1ccc2c(c1)OCCO2	-0.7	0	-6	-1	0	98
23	O=[N+]([O-])C(/C=C(\Cl)[N+](=O)[O-])=C1N(Cc2ccc(Cl)nc2)CCN1Cc1ccc(Cl)nc1	-0.2	0	0	1	0	99
24	O=C(CO/N=C\c1ccccc1)Nc1ccccc1C(=O)N1CCOCC1	0.4	-4	-1	-4	0	98

item	Bfl-1 Bim block	Bcl-XL Bim block	RGS7-Gao reg	Bim-Bcl-B	RGS8-Gao
13	-8	-4	?	-6	93
14	-14	-8	104	-10	102
15	0	1	102	-2	100
16	0	-3	102	0	99
17	1	2	109	1	113
18	-4	0	102	-4	103
19	-24	-11	95	-10	97
20	-3	-2	?	-3	101
21	0	2	100	-2	105
22	-7	-5	99	-2	101
23	0	0	97	0	100
24	-3	-5	98	-4	99

# The list goes on.
item	Molecule	ABCB1 block	Mcl-1 Bim block	Bcl-2 Bim block	Bim-Bcl-W	ABCG2 inh	RGS4-Gao reg
25	N#Cc1ccccc1CSc1nc2ncc(Br)cc2[nH]1	-0.1	0	-5	-1	1	98
26	Cc1ccc(NC(=S)/C(=C(\[O-])c2ccc(Cl)s2)[n+]2cccc(CO)c2)cc1C	-0.7	-2	-3	-1	-2	103
27	O=C(COC(=O)c1ccc(S(=O)(=O)NCc2ccco2)cc1)NC1CCCCCC1	0.3	-2	3	1	0	97
28	CC1(C)CC(=O)C2=C(C1)OC1=C(C(=O)CC(C)(C)C1)C2c1ccc(O)cc1O	-1.0	-5	0	3	-6	99
29	COC(=O)CS(=O)(=O)c1cc([N+](=O)[O-])ccc1NC(=O)OC	0.6	-2	-3	0	16	100
30	Cc1nnc(SCc2ccc(F)cc2Cl)s1	0.3	0	-1	1	1	102
31	O=C(CCCO)CCCCCCCCC[C@H]1N[C@H](CO)[C@@H](O)[C@@H]1O	0.6	-1	-2	0	3	103
32	C(=N\Nc1nc(Nc2ccccc2)nc(N2CCOCC2)n1)/c1c[nH]c2ccccc12	-0.1	-1	-7	2	0	106
33	O=C(N/N=C/c1ccc2c(c1)OCO2)c1ccc(COc2cccc3cccnc23)cc1	0.1	1	-1	2	4	97
34	COc1ccc(N2CCN(c3nc4ccc(C)cn4c(=O)c3C=O)CC2)cc1	1.1	2	-1	4	19	100
35	CC(=O)Oc1ccc(N2C(=O)CC(N3CCOCC3)C2=O)cc1 (stereo unspecified)	0.8	7	-6	0	2	98
36	COc1nc(N2CCCCCC2)nc(N2CCCCCC2)n1	0.6	-3	-8	0	4	104

item	Bfl-1 Bim block	Bcl-XL Bim block	RGS7-Gao reg	Bim-Bcl-B	RGS8-Gao
25	-11	-2	93	-5	100
26	0	-2	108	-11	101
27	4	0	96	-5	99
28	7	1	100	-5	72
29	-7	-2	103	-2	100
30	0	1	102	0	101
31	-1	0	100	-4	103
32	-13	-2	106	-6	99
33	-4	0	94	1	101
34	0	1	104	1	105
35	-8	1	100	-5	98
36	-10	-9	104	-3	103

# Next section.
item	Molecule	ABCB1 block	Mcl-1 Bim block	Bcl-2 Bim block	Bim-Bcl-W	ABCG2 inh	RGS4-Gao reg
37	CCOc1ccc(-c2n[nH]c(C)c2-c2ccccn2)c(O)c1	0.3	1	10	5	2	95
38	O=C(CCN1C(=O)C2C3C=CC(C3)C2C1=O)N1CCCCC1 (stereo unspecified)	0.9	-1	-3	0	4	102
39	OCC1(Cc2ccccc2Cl)CCN(C/C=C/c2ccccc2)CC1	0.2	-3	-4	-2	0	102
40	CCOC(=O)N1CCN(C(=S)NC(=O)c2cncc(Br)c2)CC1	-0.8	-8	2	-1	-4	100
41	CC(C)c1nnc(NC(=O)c2cccnc2)s1	0.5	0	-9	-4	1	104
42	CC1(C)C(=O)OC(C(=O)c2ccccc2)C(C)(C)C1=O (stereo unspecified)	0.5	-1	-7	0	36	105
43	c1ccc(CNc2nc(CN3CCOCC3)nc3scc(-c4ccccc4)c23)cc1	3.9	-4	-8	-2	7	103
44	N#Cc1nc(-c2ccc(OCc3ccc(Cl)cc3)cc2)oc1N1CCC(C(N)=O)CC1	0.0	-2	-2	-5	7	110
45	Cc1ccc2c(CC(=O)N3CCN(c4ccccc4)CC3)coc2c1	0.1	-1	12	-4	2	99
46	CCCc1nnc(NC(=O)CNc2ccc(F)cc2)s1	-0.1	-1	-7	3	16	96
47	Cc1ccc(Oc2ccc(NC(=O)CSc3n[nH]c(N)n3)cc2)cc1	-0.6	-8	0	-4	0	102
48	CCC(C)(C)n1nnnc1CN(Cc1cccs1)Cc1cc2cc(OC)ccc2[nH]c1=O	3.6	3	-6	0	3	101
49	CC(NC(=O)c1ccc(=O)oc1)c1ccccc1 (stereo unspecified)	0.4	-3	-9	-1	1	81
50	Cc1ccc(C)c(N2CCN(C(=O)Cc3cn(C)c4ccccc34)CC2)c1	0.8	0	-2	3	32	101

item	Bfl-1 Bim block	Bcl-XL Bim block	RGS7-Gao reg	Bim-Bcl-B	RGS8-Gao
37	3	4	?	1	99
38	-7	-5	?	-5	101
39	-8	-4	102	-3	101
40	13	-7	99	-36	74
41	-7	-5	105	-7	103
42	-22	-6	98	-4	102
43	0	-3	103	-4	106
44	-1	-2	108	-3	103
45	4	-6	101	1	101
46	-9	-1	94	-7	96
47	-1	-3	101	-9	101
48	-11	0	99	-2	101
49	-9	-4	84	-12	90
50	-14	-3	97	-5	101
